# bIAP inhibitor: blocks bovine intestinal alkaline phosphatase activity; 190,000 tested, under 10 active; inhibition, % at 20 µM; AID 1019; purified bovine IAP, CDP-star luminescence, 30 min;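 active means over 50% inhibition of intestinal alkaline phosphatase at 20 µM in the single-dose screen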
#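 System: Purified bovine intestinal alkaline phosphatase (IAP) enzyme | Input: IAP diluted 1/65,000,000 in the well | Also added: CDP-star chemiluminescent phosphatase substrate, 30 µM final | Dosing: 20 µM single dose | Times: Enzyme reaction for 30 min at room temperature | Detection: Luminescence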
# TNAP inh hiacc: inhibitors of human TNAP at high phosphate acceptor concentration; inhibition, % at 20 µM; hit rate 0.03% among 200,000; P05186; purified TNAP, CDP-star luminescence, 1 M DEA;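 active means over 50% inhibition of tissue-nonspecific alkaline phosphatase at 20 µM in the single-dose screen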;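 further: plate controls were DMSO wells for no effect and EDTA-quenched wells as full inhibition for full effect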
# Target sequence (P05186 whole entry, looked up): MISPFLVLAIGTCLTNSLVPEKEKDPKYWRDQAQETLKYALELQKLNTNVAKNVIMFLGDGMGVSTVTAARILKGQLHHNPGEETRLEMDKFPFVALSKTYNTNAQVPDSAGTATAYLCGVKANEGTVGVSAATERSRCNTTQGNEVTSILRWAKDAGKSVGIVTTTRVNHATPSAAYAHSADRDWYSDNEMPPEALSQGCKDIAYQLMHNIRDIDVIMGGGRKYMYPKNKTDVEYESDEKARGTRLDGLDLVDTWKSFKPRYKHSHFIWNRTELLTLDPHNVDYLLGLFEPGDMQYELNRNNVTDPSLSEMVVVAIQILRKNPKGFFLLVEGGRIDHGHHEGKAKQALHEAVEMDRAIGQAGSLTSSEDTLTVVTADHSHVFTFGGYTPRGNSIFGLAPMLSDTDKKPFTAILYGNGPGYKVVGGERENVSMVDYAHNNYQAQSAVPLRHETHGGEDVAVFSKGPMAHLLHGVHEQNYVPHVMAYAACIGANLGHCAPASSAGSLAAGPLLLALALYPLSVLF
# PPARg SRC1 recr: agonists of human PPARgamma SRC-1 coactivator recruitment; PPARgamma-SRC-1 coactivator recruitment biochemical assay; hit rate 0.41% among 200,000; P37231; activation, % at 8 µM; in the data active means activation above about 19%;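 further: 0% = DMSO and 100% = reference agonist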
# Target sequence (P37231 whole entry, looked up): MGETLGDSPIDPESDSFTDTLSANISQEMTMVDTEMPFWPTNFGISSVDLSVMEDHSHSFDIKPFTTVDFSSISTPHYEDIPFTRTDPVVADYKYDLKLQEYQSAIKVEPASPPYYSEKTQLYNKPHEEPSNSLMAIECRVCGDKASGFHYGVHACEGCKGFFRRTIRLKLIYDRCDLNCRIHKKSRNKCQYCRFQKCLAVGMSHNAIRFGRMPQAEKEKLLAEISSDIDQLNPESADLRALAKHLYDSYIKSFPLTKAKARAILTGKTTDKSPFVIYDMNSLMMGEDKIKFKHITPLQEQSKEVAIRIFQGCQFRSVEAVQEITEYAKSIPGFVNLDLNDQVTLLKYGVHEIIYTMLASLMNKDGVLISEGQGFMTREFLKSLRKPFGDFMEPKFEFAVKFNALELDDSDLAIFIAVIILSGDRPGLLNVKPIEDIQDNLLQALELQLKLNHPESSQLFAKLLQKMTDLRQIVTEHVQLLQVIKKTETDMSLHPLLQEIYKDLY
# bIAP activator: intestinal alkaline phosphatase (bovine) activation; purified bovine IAP, CDP-star luminescence, 30 min; active compounds read high; fold of DMSO-control signal, blank-subtracted; activation factor at 20 µM; hit rate 0.17% among 200,000; AID 1016;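 active means activation factor of 2 or more at 20 µM, a signal rise over negative controls twice the positive control's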
# TR-FRET SRC-2 ct: counter-screen for PPARgamma SRC-2 recruitment agonists: TR-FRET artefact | active compounds read high | TR-FRET ratio at 8 µM | hit rate 0.4% among 200,000 | AID 1049; in the data active means TR-FRET ratio above about 2000; further: inactives centre near 1500; reference of the scale not given here
# TNAP inh noacc: inhibitors of human TNAP without phosphate acceptor. hit rate 0.26% among 200,000. purified TNAP, CDP-star luminescence, 30 min. inhibition, % at 20 µM. P05186;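 active means tissue-nonspecific alkaline phosphatase inhibition above about 50% at 20 µM in the single-dose screen, limit read from the data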;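 further: 0% = DMSO negative control and 100% = EDTA positive control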
# PPARg SRC-2 ag: PPARgamma-driven SRC-2 recruitment agonism; activation, % at 8 µM; PPARgamma LBD-SRC-2 recruitment, biochemical; hit rate 0.34% among 200,000; AID 1032; in the data active means activation above about 22%;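 further: 0% = vehicle and 100% = reference agonist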
# Efa HMGR inh: inhibitors of class II HMG-CoA reductase from Enterococcus faecalis. inhibition, % at 10 µM. hit rate 0.41% among 190,000. purified E. faecalis HMGR, NADPH absorbance 340 nm kinetic. AID 1066;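 active means inhibition above a set limit, the median over all tested compounds plus 3 SD, cut at about 9.5% in these data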;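 further: enzyme runs in reverse so mevalonate oxidation gives rising NADPH absorbance; 0% = complete reaction with DMSO and 100% = background rate lacking mevalonate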
# PPARg SRC3 recr: PPARgamma-driven SRC-3 recruitment agonism; P37231; biochemical PPARgamma/SRC-3 coactivator recruitment assay; activation, % at 8 µM; hit rate 0.26% among 200,000; AID 731; in the data active means activation above about 23%;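 further: 0% = DMSO and 100% = reference agonist; some compounds past the cut are filed as inactive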
# TNAP act hi DEA: TNAP (human) activation, high acceptor. P05186. purified TNAP, CDP-star luminescence, 1 M DEA, 30 min; active compounds read high; 0 = EDTA background, 1 = DMSO-only activity. activation factor at 20 µM. 200,000 tested, under 10 active. AID 1136;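 active means activation factor at least 2 at 20 µM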
#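 Test system – human TNAP · Doses – 20 µM single point · Incubation – 30 min, room temperature · Signal – luminescent substrate turnover signal · Read-out basis – activation factor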
# Active calls of the source: *; . = no result given.
# The line under a structure holds: PPARg SRC-2 ag	Efa HMGR inh	PPARg SRC1 recr	bIAP activator	bIAP inhibitor	TNAP inh noacc	TNAP inh hiacc	TR-FRET SRC-2 ct	TNAP act hi DEA	PPARg SRC3 recr
Cc1ccc(NC(=O)C2CCN(S(=O)(=O)c3c(C)noc3C)CC2)cc1C
 : -12	0	2	1.1	-14	-4	-3	1421	1	-5
COc1cc(OC)c(C(=O)NCc2cccnc2)cc1OC
 : -4	3	-5	0.9	14	-8	1	1757	1	-1
O=C(NCCc1ccccc1)c1ccc(Cl)nc1
 : -1	-9	-6	0.8	16	-10	-7	1316	1.1	1
CN(Cc1ccco1)C(=O)Cn1c(=O)oc2cc(S(=O)(=O)NCc3ccccc3)ccc21
 : 11	0	-2	0.9	8	-14	-4	1622	1	6
Cc1cccc(N2CCN(C(=O)C3CCN(c4nnc(-n5cccc5)s4)CC3)CC2C)c1 (stereo not given)
 : 1	-1	10	1.1	-7	10	-2	1670	1	9
CC(=O)CCS(=O)(=O)c1ccc(C)c(C)c1
 : 0	3	-5	0.9	6	2	6	1287	0.9	-7
Cn1cc(Cl)c(C(=O)Nc2nc3ccc(Cl)cc3s2)n1
 : 12	-5	0	0.9	8	0	2	1502	1	0
CCN(c1ccccc1)S(=O)(=O)c1ccc(Cl)nc1
 : -6	-2	6	0.9	14	-6	2	1415	1	-4
Cn1cc(Br)c(C(=O)NC(=S)N2CCN(c3ccccn3)CC2)n1
 : -2	1	-6	1	3	1	1	1400	1	1
O=C(c1coc2ccccc2c1=O)N1CCN(c2cccc(C(F)(F)F)c2)CC1
 : -7	1	6	1	3	-7	-4	1493	1	4
CS(=O)(=O)N1CCN(C(=O)Cc2ccccc2Cl)CC1
 : 3	-1	-1	1.1	-10	-15	-7	1596	1.1	2
Cc1ccc(CS(=O)(=O)c2ccc(C(=O)N3CCN(c4ccccn4)CC3)cc2[N+](=O)[O-])cc1
 : -2	-4	1	1	1	-45	-5	1479	1.1	1
FC(F)(F)c1nnc2ccc(NCn3nnc4ccccc43)nn12
 : 1	2	-5	1.1	-9	-2	3	1477	1	4
Cc1cc(C)n(C(=O)CN2C(=O)c3ccccc3C2=O)n1
 : 3	-6	14	1.1	-6	-8	-3	1375	1	-1
Cc1ccc2c(c1)c1ncn(CCC3=CCCCC3)c(=O)c1n2C
 : -11	-9	4	0.9	7	-2	-4	1534	1	-2
S=C(NCCN1CCOCC1)Nc1ccc(Cl)cc1Cl
 : -4	-2	2	0.8	18	-6	-6	1581	1.1	0
COc1ccc(C(=O)C(CCCCC(CN(C)C)C(=O)c2ccc(OC)cc2)CN(C)C)cc1 (stereo not given)
 : 5	-1	2	1.1	-14	0	-2	1596	1	6
CC(Sc1ncnc2ccccc12)C(=O)Nc1ccc2c(c1)OCO2 (stereo not given)
 : 11	-5	14	0.9	8	-5	-1	1649	1	-7
COc1ccc(/C(O)=C2/C(=O)C(=O)N(CCN3CCOCC3)C2c2ccc(C)cc2)cc1 (stereo not given)
 : 6	-8	-3	1	0	-9	0	1547	1	-3
CC(C)CN=c1cc(-c2ccccc2)oc2ccc(Cl)cc12
 : 7	0	-10	0.5	49	-10	-6	1440	1.1	-2

# Full records from above. Screens in order: PPARg SRC-2 ag	Efa HMGR inh	PPARg SRC1 recr	bIAP activator	bIAP inhibitor	TNAP inh noacc	TNAP inh hiacc	TR-FRET SRC-2 ct	TNAP act hi DEA	PPARg SRC3 recr
# Cc1cc(C)n(C(=O)CN2C(=O)c3ccccc3C2=O)n1 across the screens: 3	-6	14	1.1	-6	-8	-3	1375	1	-1
# O=C(c1coc2ccccc2c1=O)N1CCN(c2cccc(C(F)(F)F)c2)CC1 across the screens: -7	1	6	1	3	-7	-4	1493	1	4
# CS(=O)(=O)N1CCN(C(=O)Cc2ccccc2Cl)CC1 across the screens: 3	-1	-1	1.1	-10	-15	-7	1596	1.1	2

# Following part
# The line under a structure holds: PPARg SRC-2 ag	Efa HMGR inh	PPARg SRC1 recr	bIAP activator	bIAP inhibitor	TNAP inh noacc	TNAP inh hiacc	TR-FRET SRC-2 ct	TNAP act hi DEA	PPARg SRC3 recr
CCOc1ccc(C(=O)Nc2ccc(-c3nc4ccccc4[nH]3)cc2)cc1[N+](=O)[O-]
 : 0	-1	6	0.9	11	-8	0	1681	1	-1
Cc1cc(C)c(NC(=O)C2CCCCN2C)c(C)c1 (stereo not given)
 : 2	-10	3	0.9	12	-10	0	1528	1	-4
CC(C)(C)n1nnnc1SCC(=O)Nc1nn(-c2ccccc2)nc1C(N)=O
 : 0	10.0*	1	1.1	-8	-7	-3	1638	1	1
CCc1nc(N2CCN(S(C)(=O)=O)CC2)c2c3c(sc2n1)CCCC3
 : -4	-1	5	1	0	-11	-7	1569	1.1	5
O=C(CCCN1C(=O)CCC1=O)Nc1ccc(Br)cc1F
 : 4	-1	-3	1	4	-18	-5	1496	1.1	4
COc1cc(C=O)ccc1OCCOCCOc1c(C)cc(Cl)cc1Cl
 : 10	.	-4	0.9	8	-7	-2	1501	1	6
OCCC1CN(Cc2nc3c(s2)CCCC3)CCN1CCc1ccccc1 (stereo not given)
 : 1	0	6	1.2	-18	-6	-10	1431	1.1	4
Cc1cc(C(=O)N2CCCC(C(=O)c3cccc(C(F)(F)F)c3)C2)nc(C)n1 (stereo not given)
 : -4	-2	-6	1.1	-10	-3	4	1374	1	-4
CC(=O)NC(Cc1c[nH]c2ccccc12)C(=O)O (stereo not given)
 : 7	5	5	0.9	12	-4	-4	1641	1	-1
NS(=O)(=O)c1ccc(CCNc2nc3c(-c4cccc(F)c4)nnn3c3ccccc23)cc1
 : -4	-7	4	0.9	7	-2	-1	1690	1	6
CCCCOc1ccc(NC(=O)C(=O)NCCCn2ccnc2)cc1
 : -1	-5	-3	1.3	-25	-1	0	1562	1	-1
Cc1sc2nc(C3CC3)nc(NCCNS(C)(=O)=O)c2c1C
 : 1	-5	-4	1	4	-12	-7	1492	1.1	-4
O=c1c2nnn(-c3ccccc3)c2ncn1C/C=C/c1ccccc1
 : 2	1	6	0.9	8	-2	-3	1514	1	2
COc1ccc(N(CC(=O)Nc2ccc(S(=O)(=O)N3CCOCC3)cc2)S(=O)(=O)c2ccc(F)cc2)cc1
 : 0	4	3	1.1	-10	-22	-3	1858	1	7
O=C(CN(C1CC1)S(=O)(=O)c1ccc(S(=O)(=O)N2CCCCCC2)cc1)Nc1ccccc1
 : 9	-5	3	0.8	18	-11	-3	1462	1	2
O=C(COC(=O)c1cc(-c2ccco2)nc2ccccc12)NCc1ccc2c(c1)OCO2
 : -5	-4	0	1.4	-39	-6	-3	1687	1	-5
CCc1sc(C(=O)NCc2cc(C)n(C)n2)cc1Br
 : 5	-1	1	1	-4	-5	1	1676	1	3
CCOC(=O)c1ccc(N2CN(CCc3ccccc3)CNC2=S)cc1
 : -5	0	-4	1.6	-58	-7	6	1582	0.9	4
Clc1ccc(-c2nnsc2SCc2ccccc2)cc1
 : -5	-5	8	0.4	.	-11	-2	1599	1	0
CCCn1nc(C(=O)Nc2cc(C(=O)OC)ccc2C)c2ccccc2c1=O
 : 10	-2	2	1	1	-11	-5	1450	1.1	0
CCc1ccc(OCc2nc(-c3ccccn3)no2)c(Br)c1
 : -2	0	-3	0.9	7	-8	2	1456	1	-10
Cc1cccc(N2CCN(C(=O)NCc3ccc(Cl)cc3)CC2)c1
 : 11	-2	-5	0.9	12	-4	-4	1511	1	16
C=CCSc1nc2ccsc2c(=O)n1-c1cccnc1
 : 0	0	4	1	3	-11	-2	1508	1	2
CCOC(=O)Cn1nnc2c(sc3nc4c(c(-c5ccccc5)c32)CCC4)c1=O
 : 7	-4	4	0.9	13	-3	-2	1573	1	5
CCCNC(=O)Cc1c(O)c2ccccc2[nH]c1=O
 : 3	-1	-4	0.9	7	-7	0	1500	1	-1
CC1=C(C(=O)Nc2ccccc2C)C(c2ccc(C)o2)NC(=S)N1 (stereo not given)
 : 3	-6	8	1	3	6	-3	1659	1	4
CN1CCN(C(=O)N2c3ccccc3CCc3ccccc32)CC1
 : 3	-1	-4	1	1	-12	-6	1450	1.1	-1
COc1ccc2oc(C(=O)OCC(=O)NC(=O)NC(C)C)c(C)c2c1
 : 12	-6	8	0.8	17	-3	-1	1650	1	-4
Cc1cccc(-c2noc(CN(C(=O)C34CC5CC(CC(C5)C3)C4)C(C)C)n2)c1
 : 4	-1	-5	1	1	-10	-3	1543	1	-15
S=C(c1c[nH]c2ccccc12)N1CCOCC1
 : 6	-2	4	1	0	-10	-5	1682	1.1	5
O=c1c2sc(-c3ccccc3)cc2nc2n1CCC2
 : 6	-1	-6	0.9	9	-7	0	1627	1	4
CCC(=O)NCCNc1ccc([N+](=O)[O-])cn1
 : 5	-3	0	0.9	13	-14	-1	1496	1	-1
O=C(c1ccc([N+](=O)[O-])s1)N1CCc2ccccc2C1
 : 5	-4	6	0.9	7	-14	-1	1582	1	3
N/C(=N\OC(=O)c1cccc(Cl)c1)c1ccccn1
 : 9	-3	7	1	-2	-4	2	1414	1	5
Cn1nnnc1SCC(=O)NC1CCCc2ccccc21 (stereo not given)
 : 1	-3	7	1	-1	-6	-7	1744	1.1	6
CCOc1ccc(C(=O)/C=C/Nc2ccc(S(=O)(=O)Nc3onc(C)c3C)cc2)cc1
 : 11	1	6	1	4	-15	0	1464	1	1
Cc1ccc(NC(=S)N2CCCCC2CO)cc1C (stereo not given)
 : 1	6	5	0.9	14	-10	-8	1633	1.1	2
O=C(c1ccc(Br)o1)N(Cc1ccccc1)c1ccccn1
 : 7	-2	6	0.9	8	-5	0	1741	1	0
Cc1cccc(NC(=S)NCC(C)CSc2ccc(Cl)cc2)c1 (stereo not given)
 : -9	-4	7	0.7	35	-53	-18	1467	1.2	0
CCc1ccc(NC(=O)CSCc2nc(N)nc(Nc3ccccc3CC)n2)cc1
 : 2	-4	-1	0.9	12	-18	-6	1607	1.1	-6
COc1ccc(NC(=O)C(CC(=O)O)C(C)c2ccccc2)cc1 (stereo not given)
 : 6	-7	3	1.3	-33	-14	-5	1506	1	2
Cc1cccc(N2CCN(C(=S)c3ccccc3)CC2)c1
 : 9	-5	-1	0.8	16	-13	-3	1715	1	6
O=C(CCc1ccccc1)Nc1ccc2c(c1)OCCO2
 : -1	-1	0	0.9	6	2	8	1412	0.9	-5
CCC(=O)N1CCc2cc(S(=O)(=O)NCCN3CCCCC3CC)ccc21 (stereo not given)
 : -4	1	2	1.1	-9	-8	-5	1477	1	-3
CN(C)/C(=N\S(=O)(=O)c1ccccc1)c1ccc([N+](=O)[O-])cc1
 : -8	2	-8	0.9	13	-14	2	1535	1	-1
CN1CCCC(OC(=O)CCCC(=O)OC2CCCN(C)C2)C1 (stereo not given)
 : -4	-5	-1	1	-3	-5	-3	1441	1	2
COc1cc(C(=O)NC2CCN(Cc3nnnn3Cc3cccs3)CC2)cc(OC)c1OC
 : 3	-1	0	1.1	-9	-5	-2	1647	1	-3
